# IDE inh – human IDE inhibitors in live cells, primary screen, fluorescence polarization, HEK cells, FAbetaB substrate. FAbetaB cleavage. 0.41% of 320,000 active. Insulin-degrading enzyme (Homo sapiens), P14735. inhibition, % at 5.59 µM;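 active = percent inhibition above the average of all tested compounds plus 3 SD, set per screening campaign, cut at about 16% in these data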;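 also: IDE supplied by intact live HEK cells; FP after avidin binding of uncleaved biotin substrate so inhibition keeps polarization high; 0% = DMSO wells and 100% = 60 µM reference IDE inhibitor Ii1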
# pCIP destab – p/CIP-EGFP fusion destabilizers, primary screen, fluorescence, F442A cells; 0.01% of 290,000 active; decrease of EGFP signal, % at 10 µM; Q05BA5; AID 1984, 2009; 16 h;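 active = EGFP signal decrease of at least 30% at 10 µM or well 3 SD below plate mean, unless failing retest; inactive = the rest, including hits failing retest or dose response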; also: some compounds called inactive have numbers as strong as hits; many of its hits are not listed in these tables
# Target sequence (Q05BA5 1-1403): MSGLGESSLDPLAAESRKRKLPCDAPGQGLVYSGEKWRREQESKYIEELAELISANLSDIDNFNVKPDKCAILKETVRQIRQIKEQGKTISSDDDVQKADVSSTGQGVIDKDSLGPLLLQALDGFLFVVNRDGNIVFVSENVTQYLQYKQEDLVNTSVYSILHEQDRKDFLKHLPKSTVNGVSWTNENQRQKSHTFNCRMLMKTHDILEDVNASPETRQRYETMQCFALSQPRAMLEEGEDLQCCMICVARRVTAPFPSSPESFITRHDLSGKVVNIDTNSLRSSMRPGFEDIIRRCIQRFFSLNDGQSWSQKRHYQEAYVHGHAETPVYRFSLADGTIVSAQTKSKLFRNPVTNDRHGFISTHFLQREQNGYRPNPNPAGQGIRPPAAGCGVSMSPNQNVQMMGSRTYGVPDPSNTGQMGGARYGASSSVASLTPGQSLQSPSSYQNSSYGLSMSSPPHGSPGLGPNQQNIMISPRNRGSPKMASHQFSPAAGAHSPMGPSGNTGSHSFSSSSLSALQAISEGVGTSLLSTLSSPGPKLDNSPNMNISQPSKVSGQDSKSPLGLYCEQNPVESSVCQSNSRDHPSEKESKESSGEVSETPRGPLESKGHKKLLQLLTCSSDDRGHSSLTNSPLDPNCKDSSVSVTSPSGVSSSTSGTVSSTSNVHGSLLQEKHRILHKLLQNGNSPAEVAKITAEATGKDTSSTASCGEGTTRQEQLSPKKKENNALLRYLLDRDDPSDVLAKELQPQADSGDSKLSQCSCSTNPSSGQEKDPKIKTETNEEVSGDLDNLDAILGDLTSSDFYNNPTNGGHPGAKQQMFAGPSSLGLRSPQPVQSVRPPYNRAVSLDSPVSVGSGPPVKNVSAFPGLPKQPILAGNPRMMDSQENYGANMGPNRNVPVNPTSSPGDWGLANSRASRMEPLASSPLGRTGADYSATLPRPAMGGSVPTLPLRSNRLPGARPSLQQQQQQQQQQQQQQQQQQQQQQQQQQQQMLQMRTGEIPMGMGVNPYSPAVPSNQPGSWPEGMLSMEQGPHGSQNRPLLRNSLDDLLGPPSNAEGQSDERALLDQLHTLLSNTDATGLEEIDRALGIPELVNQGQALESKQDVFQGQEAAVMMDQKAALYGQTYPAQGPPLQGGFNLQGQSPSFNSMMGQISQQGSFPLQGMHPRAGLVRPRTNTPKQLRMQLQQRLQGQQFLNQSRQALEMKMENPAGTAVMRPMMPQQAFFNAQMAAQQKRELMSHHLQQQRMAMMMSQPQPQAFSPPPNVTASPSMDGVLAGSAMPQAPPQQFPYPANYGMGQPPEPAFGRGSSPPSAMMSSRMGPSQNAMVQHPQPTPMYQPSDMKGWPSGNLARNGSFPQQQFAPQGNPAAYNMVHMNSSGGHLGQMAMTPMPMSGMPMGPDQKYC
# IDE cell activ – human IDE activators in live cells, primary screen, fluorescence polarization, HEK cells, FAbeta-B substrate | FAbeta-B cleavage; 0% vehicle, 100% cell-free pure enzyme wells | activation, % at 5.96 µM | Insulin-degrading enzyme (Homo sapiens), P14735 | 0.073% of 340,000 active | AID 493087, 2011;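 active = activation above the mean of all tested compounds plus 3 SD, set per screening campaign, cut at about 17% in these data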
# DNA FID counter – compounds displacing fluorescent DNA intercalator, primary screen, artefact control for HCV NS3 helicase inhibitor project, biochemical, FID fluorescence | DNA fluorescent intercalator displacement | inhibition, % at 7.9 µM | 0.17% of 290,000 active; in the data active = inhibition above about 37%;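 also: 0% = vehicle and 100% = reference compound; higher means more ethidium bromide displaced from hairpin DNA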
# NS3 helicase inh – inhibitors of HCV NS3 helicase, primary screen, biochemical, Cy5 molecular beacon fluorescence. Hepatitis C virus NS3 helicase. NS3 helicase DNA unwinding. inhibition, % at 10.9 µM. 0.56% of 290,000 active;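 active = inhibition above the mean of all tested compounds plus 3 SD, set per campaign, cut at about 35% in these data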;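 also: 0% = DMSO wells and 100% = thioflavine S control wells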
#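 System: NS3 helicase fragment of HCV / Schedule: 1 h at 25 °C / Control set: DMSO alone as 0% and 110 µM thioflavine S as 100% / Reagent: Cy5/quencher beacon DNA duplex and ATP to start / Technique: Cy5 fluorescence / Replication: singlicate / Evaluation: % inhibition of end-to-start signal ratio versus controls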
# PfM18AAP inh – PfM18AAP inhibitors, malaria aminopeptidase, primary screen, biochemical, QFRET, recombinant enzyme; 1.2% of 290,000 active; inhibition, % at 7.35 µM; H-Glu-NHMec fluorogenic cleavage;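 active = inhibition above the campaign mean inhibition over all tested compounds plus 3 SD, cut at about 28% in these data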;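 also: 0% = plate median of test compound wells and 100% = 2 mM ZnCl2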
# IMP-1 inhibitor – IMP-1 metallo-beta-lactamase inhibitors, primary screen, biochemical, epi-absorbance readout, Pseudomonas aeruginosa enzyme | metallo-beta-lactamase IMP-1 (Pseudomonas aeruginosa) | purified IMP-1, nitrocefin hydrolysis, epi-absorbance fluorescence | inhibition, % at 5.6 µM | 0.45% of 290,000 active | AID 1556, 2009;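 active = inhibition above the mean plus 3 SD of all compounds in the same screening run, cut at about 4.5% in these data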;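 also: 0% = IMP-1 with DMSO and 100% = DMSO wells lacking enzyme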
#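 Assay system: purified IMP-1; Quantity: IMP-1 0.2 nM before substrate addition; Medium: HEPES buffer pH 7.1 with ZnSO4 and Brij 35; Incubation: 15 min enzyme–compound preincubation, then 25 min nitrocefin reaction, 25 °C; Signal: fluorescence quenching readout, ex 480/em 530 nm; Controls: DMSO with and without IMP-1; Repeats: singlicate testing.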
# UBC9 SUMO inh – inhibitors of in vitro SUMOylation cascade, primary screen, biochemical, HTRF, uHTS. HTRF SUMOylation assay, SAE1/SAE2 + UBC9. inhibition, % at 35 µM. 0.36% of 290,000 active. AID 2006, 2009; in the data active = inhibition above about 50%, passing the limit was not always enough; also: strong numbers were not always called active
# VIM-2 inhibitor – VIM-2 metallo-beta-lactamase inhibitors, primary screen, biochemical, epi-absorbance readout, Pseudomonas aeruginosa enzyme; purified VIM-2, nitrocefin hydrolysis, epi-absorbance fluorescence; inhibition, % at 5.6 µM; 0.89% of 290,000 active; AID 1527, 2009;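 active = inhibition above the mean of all tested compounds plus 3 SD, cutoff set per screening run, cut at about 7.5% in these data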;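 also: red hydrolysis product quenches plate fluorescence so inhibitors raise well fluorescence; 0% = enzyme with DMSO and 100% = DMSO without enzyme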
# * marks the source's active call; other numbers are inactive results; · = not tested or not shown.
Structure | IDE inh | pCIP destab | IDE cell activ | DNA FID counter | NS3 helicase inh | PfM18AAP inh | IMP-1 inhibitor | UBC9 SUMO inh | VIM-2 inhibitor
CC1(C)CC(NC(=O)C2CCN(S(=O)(=O)c3ccc(F)cc3)CC2)CC(C)(C)N1 | 6 | 7 | 5 | 3 | 1 | -7 | -3.9 | 4 | -2.5
S=C(Nc1ccccc1)N1CCCCC1 | -4 | -12 | 2 | 2 | 2 | 4 | -2.2 | 5 | -0.7
Cc1ccc2cc(CN(C)S(C)(=O)=O)c(=O)[nH]c2c1 | 0 | -5 | · | 6 | 3 | 6 | -2.5 | -3 | -0.3
CCCCCc1c(C)nc(N2CCN(Cc3ccc4c(c3)OCO4)CC2)[nH]c1=O | -5 | 6 | 4 | -11 | 9 | -4 | -6.3 | -5 | -1.9
CCCC(=O)N(c1ccc(C(=O)O)cc1)c1nc(-c2ccccc2)c(C)s1 | 3 | -4 | 3 | -21 | 5 | -1 | -0.7 | 22 | -1.6
CCc1nn(CC(=O)NC2CCN(Cc3ccccc3)CC2)c(=O)c2cc3cc(F)ccc3n12 | -2 | -6 | 1 | 4 | -8 | -7 | -0.7 | 15 | 3.4
Cc1ccc(-n2[nH]c(C)c(C=Nc3ccc(S(=O)(=O)N4CCOCC4)cc3)c2=O)c(C)c1 | -1 | 0 | · | 1 | -10 | -3 | -1.4 | 2 | -2.0
COc1cccc2cc(-c3csc(NC(=O)CCC(=O)NCCCN4CCC(C)CC4)n3)c(=O)oc12 | 11 | 8 | -4 | -7 | -8 | 3 | -0.5 | -10 | 2.1
O=C(Cc1ccccc1)c1c[nH]c(C(=O)NC2CCCC2)c1 | 5 | -16 | 1 | -12 | -10 | -15 | 0.6 | 0 | 0.2
COc1ccc(C2CC(=O)N3CN(c4ccc(C)c(Cl)c4)CSC3=C2C#N)cc1OC (configuration not stated) | 4 | -20 | -11 | -21 | 12 | 35* | -1.3 | 47 | -3.2
Nc1nc(SCC(=O)N2CCOCC2)n[nH]1 | 1 | 10 | -2 | 1 | 9 | -4 | -3.2 | 10 | -2.0
COc1ccc(/C=C/C(=O)N2CCCc3ccccc32)cc1 | -2 | -15 | -2 | -28 | 31 | 5 | -3.5 | -12 | -1.8
Cc1c(Br)c([N+](=O)[O-])nn1CCCC(=O)NC(C)c1ccccc1 (configuration not stated) | 2 | -7 | 1 | -6 | -15 | 5 | -3.4 | 13 | -3.2
COC(=O)c1ccccc1NC(=O)CSc1nc2ncccc2[nH]1 | -2 | 0 | 5 | -7 | -1 | -1 | -2.3 | 6 | -1.9
CCN(C(=O)c1ccc2c(=O)n3c(nc2c1)CCCCC3)c1cc(OC)ccc1OC | 3 | -4 | -3 | -66 | 5 | 10 | 0.6 | -2 | 2.4
CCOC(=O)c1c(NC(=O)C2c3ccccc3Oc3ccccc32)sc(C(C)=O)c1C | 2 | 21 | -2 | 2 | 2 | 3 | -2.3 | -12 | 2.9
O=C1OC(c2ccc(F)cc2)=C/C1=C\c1ccc([N+](=O)[O-])o1 | 6 | 7 | · | -20 | 45* | 10 | -1.4 | 52* | -3.4
O=C(O)C/C(=C\c1ccc(Cl)cc1)c1nc2ccccc2o1 | 7 | -12 | · | -32 | 1 | 5 | -2.1 | 28 | -1.6
Cc1cc(C)cc(OCC(=O)Nc2ccncc2)c1 | 1 | -34 | 7 | -4 | -3 | 3 | -1.1 | 4 | 0.6
CCOc1ccc(CCNC(=O)C(C)n2nc(C)c3c(C)n(-c4ccccc4)nc3c2=O)cc1 (configuration not stated) | 2 | 1 | -2 | -51 | 3 | -2 | -4.3 | 10 | -1.6
COC(=O)CNC(=O)c1cc(-c2ccncc2)nc2c(C)c(Cl)ccc12 | 4 | -5 | -2 | -15 | 7 | 4 | -1.3 | -7 | -1.9
O=C1C(C2=C(O)c3ccccc3C2=O)=Nc2ccccc21 | 3 | -2 | 0 | -4 | 24 | 1 | 0.3 | 4 | -0.1
O=C(NCCCN1CCCC1=O)C(=O)NCC1OCCCN1S(=O)(=O)c1cc(F)ccc1F (configuration not stated) | -2 | -12 | 1 | -12 | 4 | -5 | -2.1 | 12 | -1.6
Cc1ccc(C(=O)CSc2nc3ccccc3c(=O)n2-c2ccccc2)s1 | 0 | -8 | -6 | 2 | -7 | 2 | -1.1 | 3 | -0.6
CC(=O)N1N=C(c2ccc(C)cc2)CC1c1ccco1 (configuration not stated) | 1 | 10 | -3 | -18 | -5 | 5 | -1.1 | 0 | 3.6
CCN(CC)S(=O)(=O)c1cccc(C(=O)NCCc2ccccc2)c1 | 0 | · | -1 | -19 | -6 | -6 | 1.9 | · | 0.0
CCC(C)NC(=O)c1[nH]c(C)c(C(=O)OC)c1C (configuration not stated) | 4 | 5 | 2 | -6 | 1 | -3 | -4.0 | -9 | -3.1
COc1ccc(C(=O)N2CCN(c3nc4cc(C)ccc4cc3C#N)CC2)c(OC)c1 | -1 | 6 | -1 | -39 | -20 | -3 | -5.2 | -2 | -0.4
CCc1ccccc1N1C(=O)C(Cl)=C(N2CCOCC2)C1=O | 1 | -2 | 3 | -6 | -17 | -1 | 0.0 | 5 | -0.5
N/C(=N\OCc1ccccc1)c1nonc1N | 1 | -2 | 7 | 0 | -3 | 0 | -1.9 | -3 | -1.6
O=C(Nc1ccccn1)c1nc(-c2ccccc2)n(-c2ccccc2)n1 | 2 | -11 | 2 | -6 | 8 | 7 | -0.8 | -11 | 1.8
O=C(CN1CCOCC1)N/N=C/c1cccc2ccccc12 | -2 | 5 | 0 | -9 | 4 | -2 | 0.1 | 6 | -1.3
O=C(Nc1ccccc1C(=O)Nc1cccnc1)c1ccccc1 | 5 | 14 | 3 | -10 | -1 | 2 | -2.3 | -21 | -1.9
COc1cc(CCC(=O)N2CCN(c3ncccn3)CC2)cc(OC)c1OC | -10 | -3 | · | -20 | -4 | 8 | -6.3 | 10 | -1.4
CC1(C)C2CCC1(C)C(OC(=O)c1ccccc1C(=O)O)C2 (configuration not stated) | -5 | -15 | -2 | -19 | 7 | 3 | -2.3 | 15 | -3.3
CCCNC(=O)c1ccc(COc2ccc(CCC)cc2OC)o1 | 2 | -2 | -1 | -31 | 4 | -1 | -1.5 | 5 | -1.1
C=CCOC(=O)C1=C(C)OC(N)=C(C#N)C1c1ccc(OC)c(CSc2ccccn2)c1 (configuration not stated) | 4 | 2 | -2 | -23 | 2 | 6 | 0.8 | -21 | -0.5
Cc1ccc(CN2CCN(Cc3c(C)nn(-c4ccc(F)cc4)c3C)CC2CCO)o1 (configuration not stated) | 0 | -16 | 2 | 5 | -6 | -8 | -5.0 | -9 | -1.5
COc1ccc(C(=O)Nc2cccc(C(=O)N3CCCCC3)c2)cc1 | 5 | -13 | -4 | -35 | 7 | -2 | -2.6 | -15 | -3.3
O=C(NCCN1C(=O)S/C(=C\c2cccs2)C1=O)[C@H](Cc1ccccc1)N1C(=O)c2ccccc2C1=O | 1 | 2 | · | -3 | 11 | 1 | -2.0 | -8 | -3.4
COc1ccc(C(=O)/C=C\c2ccc(NC(=O)c3cccs3)cc2)cc1 | 0 | -11 | -2 | -3 | -4 | 2 | -2.3 | -12 | -0.8
COc1ccc(/C=C(/NC(=O)c2ccccc2)c2nc3ccc(Cl)cc3[nH]2)cc1OC | 0 | 8 | 2 | -14 | 13 | -1 | -4.7 | -17 | -2.1
CC(Oc1ccccc1F)C(=O)NNC(=O)c1ccc(F)c(S(=O)(=O)N2CCOCC2)c1 (configuration not stated) | · | 0 | 4 | -11 | 10 | -5 | -0.2 | -18 | -0.5
CCCc1nnc(NC(=O)CCC(=O)N2CCN(S(=O)(=O)c3ccc(C)cc3)CC2)s1 | 0 | -17 | 4 | -15 | -7 | -15 | -3.7 | -4 | -2.6
Cc1cc(=O)oc2cc(OCCSc3nnc(-c4ccccc4)o3)ccc12 | -1 | -8 | -3 | -3 | -5 | 3 | -1.5 | 13 | -0.2
COc1ccc(CC(=O)N(C)CC(=O)Nc2ccccc2SC)cc1 | 0 | -3 | 3 | -13 | 6 | 3 | -2.7 | 3 | -2.4
O/N=C1/CC/C(=N\O)c2nn(-c3ccccc3)nc21 | 7 | -2 | 4 | -5 | 3 | 1 | -4.2 | 18 | -2.5
Cc1cccc(NC(=O)c2ccc(-c3ccccc3[N+](=O)[O-])o2)c1 | 9 | 0 | -10 | 23 | -2 | 4 | -1.8 | 20 | -0.9
O=C(O)c1ccc(CNCc2cccc(Oc3ccccc3)c2)cc1 | 1 | -4 | 3 | -11 | 5 | 2 | -2.5 | 2 | -0.2
CCn1cc(C(=O)OC)c(=O)c2ccc(C)nc21 | 3 | -6 | 3 | -8 | 9 | -2 | 0.3 | 10 | 3.6

# Later entries
# Results follow in this order: IDE inh | pCIP destab | IDE cell activ | DNA FID counter | NS3 helicase inh | PfM18AAP inh | IMP-1 inhibitor | UBC9 SUMO inh | VIM-2 inhibitor
Cn1cc(/C=C(\C#N)C(=O)Nc2ncc(Cc3cccc(Cl)c3)s2)c2ccccc21
 : 4 | -6 | · | 6 | -6 | -2 | 1.8 | 22 | -0.7
CC1CC(=O)N(c2ccc(NCCc3ccc(O)cc3)c([N+](=O)[O-])c2)C1=O (configuration not stated)
 : -1 | 6 | 8 | 3 | 0 | -4 | -1.4 | -4 | -0.3
Cc1ccc(C(=O)NCCSc2ccc(Cl)cc2)cc1S(=O)(=O)Nc1ccccc1
 : 3 | 3 | 3 | -7 | -11 | -7 | -0.1 | -36 | -1.1
CN1CCc2c(C#N)c(N3CCCCC3)nc(NCc3ccccc3)c2C1
 : -3 | -24 | -4 | 21 | -82 | 9 | -0.8 | 14 | 0.6
COc1ccc(N2C(=O)CC(N3CCN(S(=O)(=O)c4c(F)cccc4F)CC3)C2=O)cc1OC (configuration not stated)
 : -1 | -2 | -3 | -15 | -4 | -11 | -2.1 | -3 | -2.2
CCOc1cc(C)c(S(=O)(=O)Nc2ccc(Cl)cn2)cc1C
 : -4 | -5 | -1 | 0 | -3 | -2 | -2.5 | 14 | -1.3
